GLP-1R agonist = activates the human GLP-1 receptor; actives 0.007% (n = 380,000); HEK293 GLP-1R CRE-luciferase, luminescence, 4-6 h; cells express a hypersensitive GLP-1R form; Potency, µM (titrated, usually from 45.6 µM), inactives show at the highest dose activation, most hits filed as activators; also: % of control where 0% means no effect
Target sequence (P43220 whole entry, looked up): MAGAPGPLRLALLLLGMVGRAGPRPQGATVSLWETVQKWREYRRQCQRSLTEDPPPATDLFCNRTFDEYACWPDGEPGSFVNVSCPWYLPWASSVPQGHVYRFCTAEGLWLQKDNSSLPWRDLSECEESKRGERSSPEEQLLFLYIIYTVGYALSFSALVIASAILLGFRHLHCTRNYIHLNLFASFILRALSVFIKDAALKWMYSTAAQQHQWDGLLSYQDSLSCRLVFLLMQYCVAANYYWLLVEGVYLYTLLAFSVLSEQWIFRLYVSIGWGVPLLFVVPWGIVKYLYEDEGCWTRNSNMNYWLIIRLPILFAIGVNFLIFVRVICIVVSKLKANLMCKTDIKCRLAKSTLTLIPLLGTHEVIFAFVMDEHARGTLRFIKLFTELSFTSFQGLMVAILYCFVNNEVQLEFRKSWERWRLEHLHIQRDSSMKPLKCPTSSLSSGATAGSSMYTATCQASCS
KB-V1 cytotox = kills drug-selected multidrug resistant KB-V1 cells | AID 1347076 | KB-V1 MDR cells viability, CellTiter-Glo, 72 h | actives 3.4% (n = 400,000) | Potency, µM (doses to about 46.1 µM), for inactives: at the highest dose activity change, negative = cytotoxicity, usual class: cytotoxic; also: % is scaled to controls: 0 for no effect and ±100 for the full control effect; nearly all actives have a fitted effect of over 60% in size
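Drug-selected KB-V1 cells, grown in DMEM lacking phenol red with 10% FBS, receive compound titrations; after three days at 37 degrees C, surviving cell ATP is quantified by CellTiter-Glo luminescence and responses normalized and curve-fitted.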
SW480 rerep = induces DNA re-replication in SW480 colon adenocarcinoma cells | Potency, µM (doses to about 46.1 µM), inactives show at the top dose re-replication activation, usual class: activators | SW480 DNA re-replication, Hoechst DNA content imaging, 48 h | AID 624297 | actives 1.8% (n = 340,000); also: % of control where 0% means no effect; nearly all actives have a fitted effect of over 55% in size
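Image-based read-out: total Hoechst fluorescence of nuclei (405 nm excitation, 500-530 nm emission), with hits raising the fraction of high-intensity nuclei. SW480 colon cells incubated 48 hr with compounds at 37 C.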
TDP-43 yeast inh = inhibitors of TDP-43 toxicity in yeast. TDP-43 expressing yeast growth rescue, BacTiter-Glo, 24 h. Potency, µM (titrated, usually from 46.1 µM), inactives show at the top dose growth rescue (activation), hits mostly activators. actives 1.8% (n = 410,000). AID 652104; also: % of control where 0% means no effect; nearly all actives have a fitted effect of over 50% in size
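In this qHTS, compounds that restore growth of yeast expressing TDP-43 appear as activators. Cells (OD600=0.02, galactose medium, raffinose-pregrown) are incubated with compound 24 hr at 30 deg C and growth is quantified by BacTiter-Glo.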
KB-3-1 cytotox = KB-3-1 parental cell cytotoxicity | KB-3-1 viability, CellTiter-Glo ATP luminescence, 72 h | actives 1.4% (n = 400,000) | Potency, µM (highest dose often 46.1 µM), inactives show at the highest dose activity change, negative = cytotoxic, most hits filed as cytotoxic; also: % is scaled to controls: 0 for no effect and ±100 for the full control effect; nearly all actives have a fitted effect of over 60% in size
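Parental KB-3-1 viability, qHTS format: 72 h compound exposure, 37 °C; CellTiter-Glo; media-only wells and DMSO plates as controls; concentration-effect fits on corrected data.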
GLP1R inv ag = acts as inverse agonist at human GLP-1 receptor | actives 1.6% (n = 410,000) | Potency, µM (top dose mostly 38.3 µM), for inactives: top-dose activity change, negative = inhibition, most hits filed as inhibitors | HEK293 GLP-1R CRE-luciferase, luminescence, 24 h; GLP-1R form is constitutively active; also: % is scaled to controls: 0 for no effect and ±100 for the full control effect; nearly all actives have a fitted effect of over 55% in size
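Using stably transfected HEK293 (constitutively active GLP-1R, cAMP-luciferase reporter), compounds were incubated 24 hr and luciferase measured by luminescence.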
HT1080-NT tox = kills 2HG-producing HT-1080-NT fibrosarcoma cells. HT-1080-NT fibrosarcoma viability, CellTiter-Glo ATP luminescence, 48 h. Potency, µM (top dose mostly 46.1 µM), for the others: top-dose activity, negative = less viability, usual class: cytotoxic. actives 1.6% (n = 360,000);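 also: NT is the 2HG producing partner of a matched IDH1 knockdown line; 0% = DMSO-treated cells and -100% = media-only wells without cells; nearly all actives have a fitted effect of over 55% in size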
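Fibrosarcoma NT cells, 750 per well in 5% FBS RPMI, were exposed to compound for 48 hours. Viability: CellTiter-Glo luminescence.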
HT1080 IDH1KD tx = kills HT-1080 cells with IDH1 knockdown | HT-1080 IDH1 knockdown viability, ATP luminescence, 48 h | Potency, µM (doses to about 46.1 µM), inactives show at the highest dose activity, negative = toxicity, usual class: cytotoxic | actives 2% (n = 360,000);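 also: 0% = DMSO wells and -100% = cell-free medium wells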
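Cytotoxicity counter-line: IDH1KD HT-1080, 48 h, CellTiter-Glo. Curves classed by r2, magnitude and activity.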
GLP1R cytotox = cytotoxicity counter-screen for GLP-1 receptor inverse agonists. HEK293 cAMP-luciferase reporter cells, luminescence, 24 h. AID 624418. actives 0.13% (n = 410,000). Potency, µM (doses to about 38.3 µM), without a hit: at the top dose activity change, negative = inhibition, hits mostly inhibitors;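 also: loss of luciferase light is scored as toxicity; % is scaled to controls: 0 for no effect and ±100 for the full control effect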
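Step one: seed cells (200 cells/uL, DMEM with 10% Nu serum, 1% pen-strep). Step two: 12-hour incubation at 37 deg C. Step three: pin 23 nL compound, incubate 24 hr. Step four: add luciferase reagent, read luminescence 12 min later.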
* hit, by the source's call; ? = inconclusive; nt = not tested or not shown; & = joins results of further samples; [ ] = another dose, or the depositor's remark. Calls follow the shape of the dose curve; as a rule, active = well fitted curve in the direction sought with a large enough effect; inconclusive = small, poorly fitted or top-dose-only effect, or another doubt; inactive = no such curve, though single readings can be large; an effect the other way counts as inactive or inconclusive. Potency is read from the fitted curve at half-maximal effect. Compounds as they come; any-hit rate near 9.4%.

SMILES	GLP-1R agonist	KB-V1 cytotox	SW480 rerep	TDP-43 yeast inh	KB-3-1 cytotox	GLP1R inv ag	HT1080-NT tox	HT1080 IDH1KD tx	GLP1R cytotox
O=C(C1CC(=O)N(c2ccc(Cl)cc2)C1)N1CCOCC1 (stereo not drawn)	8%	0%	-16%	-10%	-1%	5%	17%	23%	-13%
CC(C)(C)c1ccc(C(=O)NCCOc2ccccc2F)cc1	0%	0%	-2%	13%	2%	-77%	-5%	2%	14%
O=C1NC(c2cc3c(cc2Cl)OCO3)Oc2ccccc21 (stereo not drawn)	15%	0%	-3%	22µM*	-12%	1%	4%	5%	-13%
Cc1ccc(C)c(NC(=O)c2ccc(OC(=O)c3ccco3)cc2)c1	-18%	22%	-4%	-8%	9%	10%	-6%[9.24 µM]	-26%	-9%
O=C(O)c1ccc(CSC2CCCCC2)cc1	-1%	26%	-9%	?	0%	12%	1%	-1%	6%
CSc1ncccc1C(=O)NC(C)CCc1ccccc1 (stereo not drawn)	-2%	-26%	2%	-4%	2%	4%	-8%	-6%	10%
N#CCCn1c(SCC(=O)Nc2ccc(N3CCOCC3)cc2)nc2ccccc21	12%	-6%	-4%	1%	-1%	13%	-3%	-6%	4%
CCOc1ccccc1N1CCN(S(=O)(=O)c2ccc(C3CCCCC3)cc2)CC1	nt	0%	nt	9%	23%	-5%	nt	nt	13%
O=C(CN1c2cccc3cccc(c23)S1(=O)=O)Nc1cccc(S(=O)(=O)N2CCOCC2)c1	-2%	18µM*	-4%	19%	-10%	8%	9%	14%	-4%
CCS(=O)(=O)N1Cc2ccccc2CC1C(=O)Nc1cccc(OC)c1 (stereo not drawn)	16%	-5%	0%	-10%	18%	-7%	8%	8%	-6%

Single records, from the list above. Screens in order: GLP-1R agonist, KB-V1 cytotox, SW480 rerep, TDP-43 yeast inh, KB-3-1 cytotox, GLP1R inv ag, HT1080-NT tox, HT1080 IDH1KD tx, GLP1R cytotox
`O=C1NC(c2cc3c(cc2Cl)OCO3)Oc2ccccc21` (stereo not drawn) as listed: 15%, 0%, -3%, 22µM*, -12%, 1%, 4%, 5%, -13%
`Cc1ccc(C)c(NC(=O)c2ccc(OC(=O)c3ccco3)cc2)c1` as listed: -18%, 22%, -4%, -8%, 9%, 10%, -6%[9.24 µM], -26%, -9%
`O=C(O)c1ccc(CSC2CCCCC2)cc1` as listed: -1%, 26%, -9%, ?, 0%, 12%, 1%, -1%, 6%
`CCOc1ccccc1N1CCN(S(=O)(=O)c2ccc(C3CCCCC3)cc2)CC1` as listed: nt, 0%, nt, 9%, 23%, -5%, nt, nt, 13%

6 successive entries out of the list so far, for reference:
SMILES	GLP-1R agonist	KB-V1 cytotox	SW480 rerep	TDP-43 yeast inh	KB-3-1 cytotox	GLP1R inv ag	HT1080-NT tox	HT1080 IDH1KD tx	GLP1R cytotox
O=C(O)c1ccc(CSC2CCCCC2)cc1	-1%	26%	-9%	?	0%	12%	1%	-1%	6%
CSc1ncccc1C(=O)NC(C)CCc1ccccc1 (stereo not drawn)	-2%	-26%	2%	-4%	2%	4%	-8%	-6%	10%
N#CCCn1c(SCC(=O)Nc2ccc(N3CCOCC3)cc2)nc2ccccc21	12%	-6%	-4%	1%	-1%	13%	-3%	-6%	4%
CCOc1ccccc1N1CCN(S(=O)(=O)c2ccc(C3CCCCC3)cc2)CC1	nt	0%	nt	9%	23%	-5%	nt	nt	13%
O=C(CN1c2cccc3cccc(c23)S1(=O)=O)Nc1cccc(S(=O)(=O)N2CCOCC2)c1	-2%	18µM*	-4%	19%	-10%	8%	9%	14%	-4%
CCS(=O)(=O)N1Cc2ccccc2CC1C(=O)Nc1cccc(OC)c1 (stereo not drawn)	16%	-5%	0%	-10%	18%	-7%	8%	8%	-6%

Continued.
SMILES	GLP-1R agonist	KB-V1 cytotox	SW480 rerep	TDP-43 yeast inh	KB-3-1 cytotox	GLP1R inv ag	HT1080-NT tox	HT1080 IDH1KD tx	GLP1R cytotox
O=[N+]([O-])c1cccc(S(=O)(=O)NC2CC3CCC2C3)c1 (stereo not drawn)	-2%	-2%	5%	19%	3%	-17%	0%	-1%	2%
CCOc1ccc(C(c2c(O)cc(C)n(CCOC)c2=O)N2CCN(c3ccccc3F)CC2)cc1 (stereo not drawn)	nt	-1%	nt	20%	6%	-6%	nt	nt	3%
O=C(Nc1ccc(F)cc1)C1CCC(N2C(=O)c3ccccc3C2=O)CC1 (stereo not drawn)	0%	?	-21%	-19%	-10%	?	12%	-1%	?
COC1=C/C(=C/c2c(O)c(C#N)c3ccccn23)C=CC1=O	3%	-9%	-6%	-22%	-2%	17%	0%	0%	32%[activator]
Cc1cccc(C(=O)OCC(=O)NC(=O)Cc2ccccc2)c1O	4%	?	-1%	-6%	7%	-13%	16%	3%	-15%
Cc1ccc(NC(=O)CCNC(=O)c2ccco2)cc1Cl	3%	14%	-16%	-5%	?	5%	-9%	-5%	0%
CC(Oc1ccccc1)C(=O)Nc1ccc(OCc2cc(=O)n3ccsc3n2)cc1 (stereo not drawn)	2%	2%	nt	16µM*	-4%	-1%	nt	nt	-3%
Cc1nc(-c2cccnc2)sc1C(=O)Nc1cccc(C(F)(F)F)c1	-7%	16µM*	-3%	13µM*	9%	?	10%	18%	-24%
O=C(Nc1cccc(Cl)c1)c1ccncc1	0%	1%	-7%	-12%	-5%	18%	5%	2%	-11%
Cc1ccc2cc3cc(C(=O)NCc4ccco4)oc3nc2c1	-8%	-20%	-4%	4%	3.5µM*	23%	nt	nt	-4%
CCOc1cc(CN2CCN(c3ncccn3)CC2)ccc1OC	3%	-29%	-2%	7%	-14%	11%	4%	9%	-4%
CC(C)c1ccc(Nc2ccc(C(=O)O)cc2[N+](=O)[O-])cc1	-1%	0%	-8%	11%	20%	11%	8%	5%	-7%
CCN(CC)CCNC(=O)CN1C(=O)CSc2ccc(S(=O)(=O)N3CCOCC3)cc21	-7%	11%	nt	?	1%	5%&-2%	8%	-1%	7%&3%
O=C(c1ccccc1)C(O)(CN1CCCCC1)c1ccccc1 (stereo not drawn)	10%	20%	?	-15%	1%	8%	2%	7%	6%
O=C(CSc1ccccc1)NCc1ccc2c(c1)CCN2C(=O)c1ccc(F)cc1	nt	-3%	nt	22%	4%	-20%	nt	nt	1%
CCOC(=O)C(C)n1cnc2scc(-c3ccc(C)cc3)c2c1=O (stereo not drawn)	1%	5%	2%	21%	-13%	?	-1%	-4%	-7%
Cc1ccc(NS(=O)(=O)c2ccc(C)c(C(=O)NCC(c3ccccc3)N(C)C)c2)cc1 (stereo not drawn)	5%	4%	0%	3%	-14%	?	-4%	0%	-6%
N/C(=N/OCC(=O)Nc1cccc2ccccc12)c1nonc1N	1%	15µM*	-6%	10%	-1%	1%	-13%	-4%	-5%
CN(C)c1nc(=S)nc(NCc2ccccc2)[nH]1	11%	1%	1%	15%[9.22 µM]	-7%	-7%	2%	4%	-17%
O=C(CS(=O)(=O)c1c[nH]c2ccccc12)N1CCCCCC1	1%	-11%	-3%	12%	17%	3%	9%	9%	6%
CCOC(=O)N1CCN(C(=O)/C(=C/c2ccc(Cl)cc2)NC(=O)c2ccccc2)CC1	6%	-21%	2%	16%	?	-21%	-4%	-2%	2%
Cc1ccc(NC(=S)N2CCN(S(C)(=O)=O)CC2)cc1C	1%	8%	-1%	4%	-4%	13%	15%	5%	-7%
CCc1cc(C(=O)Nc2ccc(S(=O)(=O)NC3=NCCCCC3)cc2)sc1C	5%	-1%	8%	-27%	22%	?	-6%	0%	-5%
Cc1ccc2c(c1)[C@H]1[C@H](CO2)[C@H](c2ccccc2)[C@]2(C)C(=O)N(Cc3ccco3)CC(=O)N12	5%	-8%	?	27%	-12%	?	-7%	0%	1%
Oc1ccc(/C=N/Nc2nccnc2Cl)cc1	-18%	?	1%	-4%	16µM*	3%	16µM*	26µM*	-1%
COCc1c(C(=O)N/N=C/C2CC=CCC2)nnn1-c1nonc1N (stereo not drawn)	3%	-1%	-2%	5%	0%	0%	8%	0%	-5%
Cc1ccc(C)c(NC(=O)CN(C)C(=O)c2ccc(COc3ccccc3)cc2)c1	6%	-5%	nt	25%	-2%	?	-10%	-19%	-5%
C=CCOc1c(Br)cc(CNCCCN2CCOCC2)cc1OC	-5%	-24%	1%	5%	1%	?	-16%	-8%	1%
Cc1nc2ccccc2c(=O)n1-c1ccc(NS(=O)(=O)c2ccc(F)cc2F)cc1	2%	?	0%	-2%	-3%	8%	0%	8%	6%
Cc1c(Cc2ccccc2)c(=O)oc2cc(O)cc(O)c12	3%	-12%	-6%	-4%[9.22 µM]	-4%	?	1%	-19%	261%[activator]
Cc1nn(C2CCS(=O)(=O)C2)c(Cl)c1/C=C/C(=O)OCC(=O)Nc1ccc2c(c1)OCO2 (stereo not drawn)	14%	?	-5%	-5%	1%	5%	-1%	-1%	2%
Cc1ccc(S(=O)(=O)NC(=O)c2ccc(F)cc2)c(C)c1	-6%	15%	7%	18%	-1%	-3%	21%	1%	-2%
Cc1ccc(C(=O)Nc2ccc(Br)cc2)cc1S(=O)(=O)Nc1ccccn1	-3%	-19%	-13%	16%	-6%	2%	-6%	-13%	-6%
CCN1CCN(C(c2nnnn2Cc2ccc3c(c2)OCO3)C(C)C)CC1 (stereo not drawn)	-1%	-3%	3%	9%	11%	?	0%	0%	-2%
CCOC(=O)C1CCN(C(=O)COC(=O)c2nn(C)c(=O)c3ccccc23)CC1	0%	42%	5%	12%	11%	19%	-4%	1%	1%

Assay outcomes deposited in PubChem by National Center for Advancing Translational Sciences (NCATS).
